# TcdB GH inh: TcdB glycohydrolase inhibition; P18177; TcdB glycohydrolase enzymatic assay, plate reader; inhibition, % at 9.99 µM; hit rate 0.24% among 350,000; AID 652162; in the data active = inhibition above about 10%
# Target sequence (P18177 whole entry, looked up): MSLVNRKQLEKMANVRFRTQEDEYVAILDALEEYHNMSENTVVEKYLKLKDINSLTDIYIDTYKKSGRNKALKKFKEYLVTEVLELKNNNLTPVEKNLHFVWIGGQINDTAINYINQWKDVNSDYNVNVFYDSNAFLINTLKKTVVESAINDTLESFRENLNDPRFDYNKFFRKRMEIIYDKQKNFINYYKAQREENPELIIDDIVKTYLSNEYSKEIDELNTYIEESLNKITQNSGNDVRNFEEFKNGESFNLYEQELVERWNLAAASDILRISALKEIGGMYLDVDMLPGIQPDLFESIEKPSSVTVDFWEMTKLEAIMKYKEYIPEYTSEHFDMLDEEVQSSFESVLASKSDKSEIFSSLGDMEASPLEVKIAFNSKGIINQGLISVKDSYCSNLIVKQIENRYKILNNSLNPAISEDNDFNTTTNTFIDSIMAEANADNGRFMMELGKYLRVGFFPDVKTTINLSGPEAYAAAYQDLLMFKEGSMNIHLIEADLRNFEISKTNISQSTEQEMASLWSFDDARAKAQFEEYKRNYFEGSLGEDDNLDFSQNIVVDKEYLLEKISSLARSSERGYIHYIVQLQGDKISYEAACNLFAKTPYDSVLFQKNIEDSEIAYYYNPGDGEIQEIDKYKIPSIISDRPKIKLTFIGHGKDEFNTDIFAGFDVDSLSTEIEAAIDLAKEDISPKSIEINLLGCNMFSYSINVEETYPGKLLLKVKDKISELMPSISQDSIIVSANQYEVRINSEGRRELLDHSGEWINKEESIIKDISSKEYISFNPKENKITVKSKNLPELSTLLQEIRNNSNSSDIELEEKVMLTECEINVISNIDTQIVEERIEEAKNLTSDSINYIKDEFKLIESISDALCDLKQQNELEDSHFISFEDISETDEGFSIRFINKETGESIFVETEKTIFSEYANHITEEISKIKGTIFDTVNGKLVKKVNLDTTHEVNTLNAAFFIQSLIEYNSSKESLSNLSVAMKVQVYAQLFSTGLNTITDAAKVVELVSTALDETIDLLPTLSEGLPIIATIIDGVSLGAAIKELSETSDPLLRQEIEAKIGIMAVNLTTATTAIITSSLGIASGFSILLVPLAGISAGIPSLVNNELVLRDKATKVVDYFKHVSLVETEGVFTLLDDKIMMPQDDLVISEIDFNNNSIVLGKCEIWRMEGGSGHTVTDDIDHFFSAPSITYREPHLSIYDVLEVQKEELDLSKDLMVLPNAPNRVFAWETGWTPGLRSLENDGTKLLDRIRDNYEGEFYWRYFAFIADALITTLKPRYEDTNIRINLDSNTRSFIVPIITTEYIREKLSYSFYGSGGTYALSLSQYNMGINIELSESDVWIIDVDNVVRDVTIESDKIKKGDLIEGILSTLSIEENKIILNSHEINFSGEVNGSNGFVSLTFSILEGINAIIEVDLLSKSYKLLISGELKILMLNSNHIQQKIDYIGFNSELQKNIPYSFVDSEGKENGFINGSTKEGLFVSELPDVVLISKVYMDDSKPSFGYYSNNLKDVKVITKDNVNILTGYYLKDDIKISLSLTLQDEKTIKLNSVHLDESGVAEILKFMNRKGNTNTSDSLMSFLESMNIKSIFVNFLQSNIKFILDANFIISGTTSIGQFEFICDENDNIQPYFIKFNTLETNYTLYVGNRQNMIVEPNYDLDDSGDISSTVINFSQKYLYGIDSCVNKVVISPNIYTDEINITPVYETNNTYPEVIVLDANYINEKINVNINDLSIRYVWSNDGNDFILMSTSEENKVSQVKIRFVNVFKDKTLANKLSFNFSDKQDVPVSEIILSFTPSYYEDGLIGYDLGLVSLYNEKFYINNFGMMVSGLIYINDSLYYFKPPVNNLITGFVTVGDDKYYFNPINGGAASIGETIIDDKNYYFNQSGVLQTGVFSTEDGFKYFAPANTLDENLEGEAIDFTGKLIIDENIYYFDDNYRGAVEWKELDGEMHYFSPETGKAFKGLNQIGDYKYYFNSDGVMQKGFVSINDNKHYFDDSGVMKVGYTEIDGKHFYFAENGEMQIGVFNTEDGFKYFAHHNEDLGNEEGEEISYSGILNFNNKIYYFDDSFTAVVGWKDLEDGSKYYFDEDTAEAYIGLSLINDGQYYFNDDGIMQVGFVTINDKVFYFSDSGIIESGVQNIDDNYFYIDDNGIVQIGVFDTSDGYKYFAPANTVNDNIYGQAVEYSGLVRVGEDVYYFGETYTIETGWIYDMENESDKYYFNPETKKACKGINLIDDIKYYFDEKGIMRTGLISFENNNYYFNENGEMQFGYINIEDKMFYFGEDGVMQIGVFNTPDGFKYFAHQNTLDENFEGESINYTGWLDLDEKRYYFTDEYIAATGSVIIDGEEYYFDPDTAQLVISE
# The depositor's hits bear a star; & = joins results of further samples.
SMILES,TcdB GH inh
O=C(Nc1ccccc1F)N1C[C@H]2[C@@H](c3ccccc31)[C@H](CO)N2C(=O)C1CCCCC1,-0.3
CN1c2ccc(-c3cccc(F)c3)cc2[C@H]2[C@H](CCN2S(=O)(=O)c2cccc(F)c2)[C@@H]1CO,-1.4
CC(C)C#Cc1cnc2c(c1)C(=O)N([C@@H](C)CO)C[C@@H](C)[C@H](CN(C)C(=O)c1cccc(F)c1)O2,1.1
Cc1ccc(S(=O)(=O)Nc2ccc3c(c2)C(=O)N([C@@H](C)CO)C[C@H](C)[C@@H](CN(C)S(C)(=O)=O)O3)cc1,1.7
C[C@@H]1CN([C@@H](C)CO)C(=O)Cc2cc(NC(=O)Cc3cn(C)c4ccccc34)ccc2O[C@@H]1CN(C)S(C)(=O)=O,0.0
C[C@H](CO)N1C[C@H](C)[C@H](CN(C)S(=O)(=O)c2cn(C)cn2)Oc2ncc(-c3ccccc3)cc2C1=O,0.6
CCCN1[C@H](C(=O)N2CCOCC2)[C@@H](CO)[C@@H]2Cn3c(ccc(-c4ccncc4)c3=O)[C@@H]21,2.7
CCCC(=O)N1CCC2(CC1)CN(C(=O)Nc1cccc(F)c1)[C@@H](CO)c1c2c2ccc(OC)cc2n1C,-1.3
CCC(=O)N(C)C[C@@H]1Oc2cc(C#CC3CC3)ccc2S(=O)(=O)N([C@@H](C)CO)C[C@@H]1C,-0.3
COc1ccc2c3c(n(C)c2c1)[C@H](CO)N(C)CC31CN(C(=O)NC(C)C)C1,-0.1
COC(=O)C1=C(C)N(Cc2cccc(C(F)(F)F)c2)C(=NCc2ccc3c(c2)OCO3)NC1c1cccc(Cl)c1 (configuration not stated),1.3
CO[C@@H]1CC[C@H]2CCN(C)C(=O)CCCN(C)C(=O)c3cccc(C#N)c3OC[C@@H]1O2,-0.9
C/C=C/c1ccc(C2[C@@H]3CN(C(=O)Cc4ccccc4)C[C@H]2N3)cc1 (some centres not stated),-9.4&0.4
COc1ccc(S(=O)(=O)N(C)C[C@H]2Oc3ncc(/C=C/c4ccccc4)cc3C(=O)N([C@@H](C)CO)C[C@@H]2C)cc1,-0.6
Cc1ccc(S(=O)(=O)Nc2ccc3c(c2)C(=O)N([C@H](C)CO)C[C@@H](C)[C@H](CN(C)C(=O)C2CCCCC2)OCCCC[C@@H](C)O3)cc1,0.9
CCS(=O)(=O)NCC[C@H]1CC[C@@H](NC(=O)Cc2ccccn2)[C@H](CO)O1,0.7
CC(C)CC#Cc1ccc2c(c1)O[C@@H](CN(C)CC1CCCC1)[C@H](C)CN([C@@H](C)CO)S2(=O)=O,1.0
C[C@@H]1CN([C@H](C)CO)S(=O)(=O)c2ccc(-c3cccc(C#N)c3)cc2O[C@@H]1CN(C)C(=O)c1ccccc1,0.4
COc1cccc(NC(=O)N[C@H]2CC[C@H](CC(=O)NCc3ccncn3)O[C@H]2CO)c1,1.1
C[C@@H]1CN([C@@H](C)CO)C(=O)c2cc(C#Cc3ccc(F)cc3)cnc2O[C@@H]1CN(C)C(=O)Nc1ccc(F)cc1,0.1
O=c1c(-c2ccccc2)nc2ccccc2n1C(c1ccccc1)c1nc2ccccc2[nH]1 (configuration not stated),0.6
O=C(Nc1ccc(Cl)c(Cl)c1)N[C@H]1CC[C@H](CCNC(=O)c2ccc(F)cc2)O[C@@H]1CO,-2.8
C[C@H]1CN([C@@H](C)CO)C(=O)c2cc(NS(=O)(=O)c3ccc(F)cc3)ccc2O[C@H]1CN(C)Cc1ccc(C(F)(F)F)cc1,0.1
CN(C)CC#Cc1ccc([C@H]2[C@@H](CO)N(C(=O)C3CC3)[C@H]2C#N)cc1,0.7
COCC(=O)N1[C@@H](C#N)[C@@H](c2ccccc2-c2cccc(OC)c2)[C@@H]1CO,0.0

# A second format for some results above:
SMILES: CCCN1[C@H](C(=O)N2CCOCC2)[C@@H](CO)[C@@H]2Cn3c(ccc(-c4ccncc4)c3=O)[C@@H]21
  TcdB GH inh: 2.7
SMILES: CCCC(=O)N1CCC2(CC1)CN(C(=O)Nc1cccc(F)c1)[C@@H](CO)c1c2c2ccc(OC)cc2n1C
  TcdB GH inh: -1.3
SMILES: CCC(=O)N(C)C[C@@H]1Oc2cc(C#CC3CC3)ccc2S(=O)(=O)N([C@@H](C)CO)C[C@@H]1C
  TcdB GH inh: -0.3
SMILES: COc1ccc2c3c(n(C)c2c1)[C@H](CO)N(C)CC31CN(C(=O)NC(C)C)C1
  TcdB GH inh: -0.1

# The list continues.
SMILES,TcdB GH inh
CCCNC(=O)[C@H]1[C@H](CO)[C@H]2Cn3c(ccc(C4=CCCC4)c3=O)[C@@H]1N2,-0.9
Cc1noc(C)c1NC(=O)N(C)C[C@H]1Oc2c(NS(=O)(=O)c3ccccc3)cccc2C(=O)N([C@H](C)CO)C[C@H]1C,-1.3
CCCCCCCCN1C(=O)[C@H](CC(=O)NCc2ccc(C)o2)C[C@@]2(C(=O)OC)CC(C)(C)CC=C12,1.0
CC(C)NC(=O)N(C)C[C@@H]1Oc2ccc(NC(=O)Nc3ccccc3)cc2C(=O)N([C@H](C)CO)C[C@@H]1C,0.4
O=C(C[C@@H]1C[C@H]2c3cc(NC(=O)C4CCOCC4)ccc3O[C@H]2[C@@H](CO)O1)NC1CCCC1,4.8
C[C@@H]1CN([C@@H](C)CO)C(=O)c2ccccc2-c2ccccc2CO[C@@H]1CN(C)S(=O)(=O)c1ccc(Cl)cc1,0.2
C[C@@H]1CN([C@H](C)CO)C(=O)c2cc(NC(=O)NC3CCCCC3)ccc2O[C@@H](C)CCCCO[C@H]1CN(C)S(C)(=O)=O,-0.5
COc1ccc(S(=O)(=O)N(C)C[C@@H]2Oc3ncc(-c4ccc(F)cc4)cc3C(=O)N([C@H](C)CO)C[C@@H]2C)cc1,-2.3
CC(C)NC(=O)Nc1ccc2c(c1)C(=O)N([C@H](C)CO)C[C@H](C)[C@@H](CN(C)C(=O)CCC(F)(F)F)OCCCC[C@@H](C)O2,-0.6
C[C@H](CO)N1C[C@H](C)[C@H](CN(C)Cc2ccc(-c3ccccc3)cc2)Oc2ccc(NS(C)(=O)=O)cc2C1=O,1.1
COc1ccccc1C#Cc1ccc2c(c1)[C@H]1[C@H](CCN1S(=O)(=O)c1ccc(C)cc1)[C@@H](CO)N2,0.4
COc1cccc(NC(=O)N2C[C@H](O)COC[C@@H]3O[C@H](CC(=O)NC4CCCC4)CC[C@H]32)c1,-1.8
COc1cccc(S(=O)(=O)N[C@@H]2CC[C@@H](CCN)O[C@H]2CO)c1,0.5
Cc1noc(C)c1NC(=O)N[C@@H]1CC[C@@H](CCNC(=O)C2CC2)O[C@@H]1CO,0.5
CO[C@@H]1CN(C)C(=O)c2cc(NS(=O)(=O)c3cccc(Cl)c3)ccc2OC[C@@H](C)NC[C@H]1C,-0.5
C[C@H]1CN([C@@H](C)CO)C(=O)c2cc(NC(=O)Cc3ccccc3)ccc2O[C@@H]1CN(C)S(=O)(=O)c1cn(C)cn1,0.1
COc1ccc(CN(C)C[C@@H]2Oc3ccc(NC(=O)Nc4ccc(C(F)(F)F)cc4)cc3CC(=O)N([C@H](C)CO)C[C@H]2C)cc1,0.0
O=S(=O)(c1ccc(F)cc1)N1CCCCN2[C@H](C1)[C@@H](c1ccc(C#CC3CC3)cc1)[C@@H]2CO,-1.3
COC(=O)C[C@@H]1CC[C@@H]2[C@H](COc3ccc(NC(=O)NC(C)C)cc3C(=O)N2C)O1,-1.9
C[C@@H]1CN([C@H](C)CO)C(=O)c2cc(NS(=O)(=O)c3cccs3)ccc2O[C@@H]1CN(C)C(=O)NC1CCCCC1,-2.0
CCC(=O)N1CC2(C1)[C@H](c1ccccc1)[C@H](CO)N2C(=O)c1ccccc1,-0.3
CCCNC(=O)N1CC2(CN(S(C)(=O)=O)C2)c2c(n(C)c3cc(OC)ccc23)[C@H]1CO,1.4
C[C@H]1CN([C@@H](C)CO)C(=O)c2cc(-c3ccccc3)cnc2O[C@H]1CN(C)C,0.2
C[C@H]1CN([C@@H](C)CO)C(=O)c2cccc(NC(=O)c3ccncc3)c2O[C@H]1CN(C)C(=O)Nc1ccc(C(F)(F)F)cc1,-0.1
COc1ccc2c3c([nH]c2c1)[C@H](CO)N(C(=O)Nc1ccc(F)cc1)CC31CCN(S(=O)(=O)c2cccc(F)c2)CC1,0.7

# (continued)
SMILES,TcdB GH inh
COc1ccccc1C(=O)N1C[C@@H]2[C@H](c3ccccc31)[C@H](CO)N2CC1CCCC1,0.1
CCCN1[C@@H]2Cn3c(ccc(-c4cccc(OC)c4)c3=O)[C@H]1[C@@H](C(=O)OC)[C@@H]2CO,-0.8
C[C@@H]1CN([C@H](C)CO)C(=O)c2cc(C#CCN(C)C)cnc2O[C@H]1CN(C)C(=O)c1cccnc1,0.7
C=CCNc1cccc2c1S(=O)(=O)N[C@H](CC(C)C)CO2,-0.2
C[C@H](CO)N1C[C@H](C)[C@@H](CN(C)C)Oc2c(NS(=O)(=O)c3ccc(Cl)cc3)cccc2C1=O,0.7
C[C@@H]1CCCCO[C@@H](CN(C)C(=O)Cc2ccccc2)[C@H](C)CN([C@H](C)CO)C(=O)c2cc(NC(=O)Cc3ccccc3)ccc2O1,0.8
O=C(C[C@@H]1CC[C@@H]2NC[C@@H](O)COC[C@H]2O1)NCCN1CCCC1,-16.0
O=C(O)C[C@@H]1C[C@H]2c3cc(NC(=O)Nc4ccc(F)cc4)ccc3O[C@H]2[C@H](CO)O1,-0.4
COc1ccc2c3c([nH]c2c1)[C@H](CO)NCC31CN(Cc2cc(F)ccc2F)C1,-6.2
C[C@H](CO)N1C[C@H](C)[C@@H](CN(C)Cc2ccc(C(=O)Nc3ccccc3N)cc2)Oc2ccc(NS(=O)(=O)c3ccc(F)cc3)cc2CC1=O,1.4
C[C@@H]1CN([C@H](C)CO)C(=O)c2cc(NC(=O)Nc3ccc(F)cc3)ccc2O[C@@H](C)CCCCO[C@@H]1CN(C)C(=O)NC1CCCCC1,0.0
C[C@@H]1CN([C@H](C)CO)C(=O)c2cc(NC(=O)Nc3cccc4ccccc34)ccc2O[C@@H](C)CCCCO[C@H]1CN(C)S(=O)(=O)c1ccc(Cl)cc1,-0.5
C[C@@H]1CN([C@H](C)CO)C(=O)c2cccc(NC(=O)c3ccncc3)c2O[C@@H]1CN(C)Cc1ccc(-c2ccccc2)cc1,-5.2
C[C@@H]1CN([C@H](C)CO)S(=O)(=O)c2ccc(-c3ccc(C#N)cc3)cc2O[C@@H]1CN(C)C(=O)Nc1cc(F)ccc1F,0.8
C[C@H](CO)N1C[C@H](C)[C@H](CN(C)C(=O)Cc2ccccc2)OCCCC[C@H](C)Oc2ccc(NC(=O)Nc3cccc4ccccc34)cc2C1=O,-1.9
CO[C@@H]1CN(C)C(=O)c2ccc(NC(=O)c3ccc(F)cc3)cc2OC[C@H](C)NC[C@H]1C,0.5
C[C@@H]1CN([C@H](C)CO)C(=O)c2cccc(NC(=O)C3CC3)c2O[C@@H]1CN(C)CC1CCCCC1,1.1
C[C@H]1CN([C@@H](C)CO)S(=O)(=O)c2ccc(-c3cccc(C#N)c3)cc2O[C@H]1CN(C)C(=O)c1ccc(F)cc1,0.3
COCC(=O)N(C)C[C@H]1Oc2cc(-c3ccccc3)ccc2S(=O)(=O)N([C@@H](C)CO)C[C@@H]1C,1.2
CC(C)CC#Cc1ccc2c(c1)O[C@@H](CN(C)Cc1ccccc1F)[C@H](C)CN([C@@H](C)CO)S2(=O)=O,-1.6
C[C@@H]1CN([C@H](C)CO)C(=O)c2cc(NS(=O)(=O)c3ccc(F)cc3)ccc2O[C@H]1CN(C)S(=O)(=O)c1ccc(F)cc1,-8.4
COCC#Cc1cnc2c(c1)C(=O)N([C@@H](C)CO)C[C@@H](C)[C@H](CN(C)C(=O)C1CC1)O2,-1.4
COc1cc(CN2CC3(CN(C(=O)Nc4cccc(F)c4)C3)c3c(n(C)c4cc(OC)ccc34)[C@H]2CO)cc(OC)c1,-0.5
O=C(c1cccnc1)N1CC2(C1)[C@H](c1ccccc1)[C@@H](CO)N2Cc1ccccc1,0.4
CO[C@H]1CN(C)C(=O)c2ccc(NC(=O)C3CCOCC3)cc2OC[C@@H](C)NC[C@H]1C,0.6

# Grouped by structure: the compounds so far containing an NH in an aromatic ring
SMILES,TcdB GH inh
O=c1c(-c2ccccc2)nc2ccccc2n1C(c1ccccc1)c1nc2ccccc2[nH]1 (configuration not stated),0.6
COc1ccc2c3c([nH]c2c1)[C@H](CO)N(C(=O)Nc1ccc(F)cc1)CC31CCN(S(=O)(=O)c2cccc(F)c2)CC1,0.7
COc1ccc2c3c([nH]c2c1)[C@H](CO)NCC31CN(Cc2cc(F)ccc2F)C1,-6.2

# Further compounds follow:
SMILES,TcdB GH inh
C[C@H]1CN([C@@H](C)CO)C(=O)c2cc(C#CC3CCCCC3)cnc2O[C@@H]1CN(C)S(=O)(=O)c1ccccc1,-0.5
COc1ccc(S(=O)(=O)N2CCC3(CC2)CN(Cc2ccncc2)[C@H](CO)c2[nH]c4cc(OC)ccc4c23)cc1,0.6
CCNC(=O)[C@@H]1[C@@H](CO)[C@@H]2Cn3c(ccc(C4=CCCCC4)c3=O)[C@H]1N2Cc1ccncc1,0.4
CC(=O)N1CC2(C1)[C@H](c1ccc(-c3ccc(C#N)cc3)cc1)[C@@H](CO)N2C(C)=O,0.4
CC(C)NC(=O)N1C[C@@H]2[C@H](c3ccccc31)[C@@H](CO)N2Cc1ccccn1,0.1
C[C@@H]1CN([C@@H](C)CO)C(=O)c2cccc(NS(=O)(=O)c3cccs3)c2O[C@@H]1CN(C)C(=O)NC1CCCCC1,0.6
Cc1noc(C)c1NC(=O)Nc1cccc2c1O[C@@H](CN(C)Cc1ccc(Oc3ccccc3)cc1)[C@H](C)CN([C@@H](C)CO)C2=O,-0.3
C[C@@H]1CN([C@H](C)CO)C(=O)c2cc(NC(=O)Nc3ccccc3)ccc2O[C@@H]1CN(C)S(=O)(=O)c1ccccc1,1.0
COc1ccc(NC(=O)Nc2ccc3c(c2)C(=O)N([C@H](C)CO)C[C@H](C)[C@@H](CN(C)Cc2ccc(Oc4ccccc4)cc2)O3)cc1,-10.3

# The list is partial; count on the stated rates, not on these rows.
